Screens deposited in PubChem by Sanford-Burnham Center for Chemical Genomics.
STEP block = blocks human striatal-enriched tyrosine phosphatase; recombinant STEP, OMFP fluorogenic substrate, fluorescence; inhibition, % at 20 µM; 0.25% of 360,000 active; AID 588621;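 active = inhibition at 20 µM, scaled per plate between control wells, above about 37%, limit read from the data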;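 also: 0% = DMSO with enzyme and substrate and 100% = substrate only without enzyme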
Target sequence (P54829 whole entry, looked up): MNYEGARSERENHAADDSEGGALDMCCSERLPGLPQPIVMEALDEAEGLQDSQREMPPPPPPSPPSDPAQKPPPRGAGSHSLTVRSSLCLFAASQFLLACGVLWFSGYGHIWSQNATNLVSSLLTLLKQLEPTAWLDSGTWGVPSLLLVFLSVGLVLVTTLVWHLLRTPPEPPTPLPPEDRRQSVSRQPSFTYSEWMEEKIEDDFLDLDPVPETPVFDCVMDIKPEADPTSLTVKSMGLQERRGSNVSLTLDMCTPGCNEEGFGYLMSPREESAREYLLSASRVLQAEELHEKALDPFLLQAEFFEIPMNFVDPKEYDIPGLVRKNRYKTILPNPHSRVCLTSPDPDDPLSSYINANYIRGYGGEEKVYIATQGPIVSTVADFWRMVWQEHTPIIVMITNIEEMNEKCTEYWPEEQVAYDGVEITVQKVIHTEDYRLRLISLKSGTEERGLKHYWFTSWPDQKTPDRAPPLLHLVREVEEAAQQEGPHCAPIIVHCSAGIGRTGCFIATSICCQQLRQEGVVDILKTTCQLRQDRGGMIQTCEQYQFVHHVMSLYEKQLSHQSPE
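Also added – OMFP at 25 µM · Test system – STEP tyrosine phosphatase · Technique – FITC-channel fluorescence of OMFP product · Schedule – 20 min at room temperature, dark · Evaluation – control-normalized % inhibition with plate pattern correction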
SUMO1 PPI mod = modulators of human SUMO1-mediated protein-protein interactions; inhibition, % at 20 µM; SUMO1 binding to a labelled peptide, TR-FRET, 1 h; 0.33% of 360,000 active; in the data active = inhibition above about 37%
Scp-1 inhibitor = blocks human Scp-1 phosphatase activity. Q9GZU7. Recombinant Scp1, phosphopeptide, malachite green phosphate absorbance. inhibition, % at 20 µM. 0.88% of 340,000 active;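 active = inhibition above about 50% at 20 µM, limit read from the data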;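 also: plate controls were DMSO wells with enzyme for no effect and wells lacking enzyme for full effect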
Target sequence (Q9GZU7 76-261 limits assumed): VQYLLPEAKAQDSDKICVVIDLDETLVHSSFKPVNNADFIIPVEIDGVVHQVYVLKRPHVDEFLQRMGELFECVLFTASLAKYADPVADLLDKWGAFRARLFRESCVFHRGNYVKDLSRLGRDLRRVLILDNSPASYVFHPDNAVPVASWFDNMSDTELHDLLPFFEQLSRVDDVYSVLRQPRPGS
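Assay system: SCP-1 catalytic fragment, aa 76-261 | Buffer or medium: Tris acetate buffer pH 5.5 with MgCl2 and Tween-20 | Compound: One concentration, 20 µM, with 1.0% DMSO | Also added: Phospho 17-mer peptide substrate | Signal: Absorbance at 630 nm | Incubation: 45 min enzyme reaction at room temperature | Measure: % inhibition of SCP-1 phosphate liberation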
SKN-1 inh = blocks SKN-1 activity in C. elegans; C. elegans VP596 Pgst-4::GFP/RFP ratio, acrylamide-induced, 24 h; inhibition, % at 21.8 µM; 0.49% of 360,000 active;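 active = interference check ratio from 0.5 to 1.5 plus GFP to RFP signal ratio inhibition reaching or exceeding a fixed threshold, cut at about 30% in these data, passing the limit was not always enough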; also: some compounds called inactive have numbers as strong as hits
DNMT1 inh = DNMT1 (human) enzyme inhibition. P26358. DNMT1 molecular beacon, Hinp1I cleavage, fluorescence. inhibition (reported as % activation of signal), % at 10 µM. 0.83% of 360,000 active. AID 588458; in the data active = inhibition above about 50%
MT1-MMP act inh = blocks activation of human MT1-MMP; P50281; GFP/RFP ratio change, % at 20 µM; 0.061% of 360,000 active; HT1080 RFP-PRO-GFP cells, GFP/RFP ratio fluorescence, overnight; percent of plate control window, DMSO zero;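 active = GFP/RFP ratio change of at least 30% with cell ATP level not reduced by more than half and red fluorescence within 50% of control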; also: strong numbers were not always called active
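Test system: HT1080 RFP-PRO-GFP cells; Benchmarks: DMSO and RFP-L50D-GFP cell wells; Timing: cells overnight before dosing, compound overnight, 37 °C, 5% CO2; Compound: one 20 µM compound dose with 1% DMSO; Read-out: GFP/RFP fluorescence ratio.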
NadD block = NadD (S. aureus) enzyme inhibition | purified NadD enzyme, colorimetric absorbance read-out | inhibition, % at 20 µM | 0.78% of 360,000 active; in the data active = inhibition above about 26%; also: some compounds past the cut are filed as inactive
CendR NRP1 mod = alters CendR peptide binding to human NRP-1; O14786; inhibition, % at 25 µM; FAM-RPARPAR peptide binding to NRP-1, fluorescence polarization; AID 602438; 0.85% of 360,000 active;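 active = inhibition or corrected inhibition above about 18%, plus a signal ratio from 0.5 to 1.5, limit read from the data, passing the limit was not always enough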; also: strong numbers were not always called active
Rpn11 block = blocks the human proteasome subunit Rpn11. human 26S proteasome, Ub4-pepOG fluorescence polarization; 20S core pre-blocked with epoxomicin. calls only at 20 µM. 0.59% of 360,000 active. AID 588493;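 active = inhibition at 20 µM, scaled to each plate's controls, above about 33%, limit read from the data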
Target sequence (O00487 whole entry, looked up): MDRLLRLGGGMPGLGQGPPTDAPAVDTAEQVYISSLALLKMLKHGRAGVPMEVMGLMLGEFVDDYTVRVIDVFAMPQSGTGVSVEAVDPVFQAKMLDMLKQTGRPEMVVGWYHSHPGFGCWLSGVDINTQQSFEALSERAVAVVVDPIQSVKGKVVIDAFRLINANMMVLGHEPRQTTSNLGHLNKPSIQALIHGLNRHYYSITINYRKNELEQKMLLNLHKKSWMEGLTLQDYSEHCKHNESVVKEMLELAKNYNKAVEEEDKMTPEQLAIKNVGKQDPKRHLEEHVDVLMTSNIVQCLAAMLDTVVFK
LMPTP block = blocks human LMPTP phosphatase | P24666 | recombinant LMPTP-A, OMFP fluorogenic substrate, fluorescence intensity | inhibition, % at 20 µM | 0.22% of 360,000 active | AID 651560;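 active = compounds that cut the enzyme signal by at least half of the control window in the single-dose screen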;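 also: plate controls were DMSO wells with enzyme plus substrate for no effect and substrate without enzyme for full effect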
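test system = LMPTP-A | amount = 0.625 nM LMPTP-A final | reagent = fluorogenic phosphatase substrate OMFP at 400 µM final | incubation = 50 min at room temperature | benchmarks = no-enzyme low control, uninhibited high control | medium = Bis-Tris pH 6.0, DTT, detergent | signal = fluorescence intensity of OMFP turnover product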
The depositor's hits bear a star; i = inactive; . = no result given; + = active, no number. Rows were taken by chance; overall some 3.9% were active at least once.

SMILES	STEP block	SUMO1 PPI mod	Scp-1 inhibitor	SKN-1 inh	DNMT1 inh	MT1-MMP act inh	NadD block	CendR NRP1 mod	Rpn11 block	LMPTP block
O=C(Nc1nccs1)C1CCCN1S(=O)(=O)c1ccc(F)cc1 (stereo not drawn)	-2	2	-9	-5	-3	6	8	-9	i	0.2
CC1CN(S(=O)(=O)c2cccc(C(=O)NCCc3ccc(S(N)(=O)=O)cc3)c2)CC(C)O1 (stereo not drawn)	2	-2	17	11	3	1	1	-1	i	0.2
CCc1ccc(C2NC(=O)c3ccccc3O2)cc1 (stereo not drawn)	2	7	-9	-3	3	3	-4	-6	i	-1.0
COc1cccc2c(=O)n(CC(=O)Nc3ccccc3F)ccc12	-1	-1	-6	9	5	-1	1	2	i	0.0
O=C1/C(=C/c2cccnc2)SC(=S)N1c1ccc(F)cc1	0	-14	-2	15	-2	5	5	5	i	-2.4
CC(C)c1nnc(NC(=O)Cc2ccc(Br)cc2)s1	-2	2	5	-16	1	2	-1	-3	i	-2.5
COc1ccc(OCCCC(=O)Nc2cc([N+](=O)[O-])ccc2C)cc1	-2	-15	6	-27	-2	.	-7	-2	i	1.1
Cc1cccc(NC2CNC(=O)NC2=O)c1 (stereo not drawn)	-2	15	-13	11	1	-1	-5	13	i	1.8
CCNc1nc(NCC)nc(Oc2ccc(C(=O)OC)cc2)n1	0	1	3	0	1	0	-9	-6	i	-3.8
O=S(=O)(Nc1ccc(O)c(NS(=O)(=O)c2ccccc2)c1)c1ccccc1	22	1	-8	8	1	2	-4	-6	i	1.4
CCOc1ccc(NS(=O)(=O)c2cc(NC(=O)CCNC(=O)c3ccco3)ccc2OC)cc1	1	-3	-5	-2	0	0	-1	8	i	-0.3
COc1ccc(OC)c(/C=N\NC(=O)CSc2nnc(CCCc3ccc(OC)c(C)c3)o2)c1	2	-2	-2	2	-8	6	5	0	i	1.7
CC1(C)CC(CCC(=O)NC(=S)Nc2ccccc2Cl)C(=O)O1 (stereo not drawn)	-1	3	-9	-1	2	0	-4	6	i	-0.8
COC(=O)C1(C)CCCC2(C)C1CCC13OCC(CC21)C(O)(C(C)C)C3O (stereo not drawn)	-1	3	.	-5	4	1	-6	-3	i	-0.7
C[C@@H]1COC(=O)[C@H](CC(=O)OC(C)(C)C)C/C=C\C[C@H](CC(=O)NCCO)C(=O)N1	11	1	14	-18	6	-1	-1	2	i	25
CC(NC(=O)/C(C#N)=C/c1ccc(C(=O)O)cc1)c1ccccc1 (stereo not drawn)	1	-6	-4	-8	1	-7	1	9	i	1.9
COc1ccc(C(=O)Oc2cccc(/C=N/NC(N)=S)c2)cc1	1	-10	-3	5	-7	2	-2	-1	i	0.9
Cc1ccc(-n2c(C)csc2=N)cc1	-2	0	2	4	-6	.	2	-7	i	1.2
Cc1oc(-c2cccc(Cl)c2)nc1CS(=O)(=O)CC(=O)NCCN1CCOCC1	-1	-1	-9	8	0	-3	0	9	i	0.0
COc1ccc(C2CC(c3cccs3)=Nc3ccccc3S2)cc1 (stereo not drawn)	2	-6	5	1	-4	-1	-1	6	i	4.5
Oc1ccc(N=Nc2nc(-c3ccccc3)c(-c3ccccc3)[nH]2)cc1	4	-41	9	11	-24	9	27	-96	+	8.0
COCCCNC(=O)C[C@@H]1C[C@@]2(C(=O)OC)CC(C)(C)CC=C2N(Cc2cccc3ccccc23)C1=O	.	3	.	19	.	-12	.	24*	.	-0.7
CN(C)c1ccc(C(=O)Nc2nc3c(s2)CCCC3)cc1	0	2	-15	7	-9	1	0	14	i	1.9
COC(=O)CN1C(=O)S/C(=C/c2ccc(N3CCCCC3)o2)C1=O	-58	-130	0	0	67*	-215	6	126	.	2.3
COc1ccc2cc1Oc1ccc(cc1)CC1c3c(cc(OC)c4c3Oc3cc5c(cc3O4)CCNC5C2)CCN1C (stereo not drawn)	1	-27	-1	15	-32	-19	16	3	i	77*

15 entries already listed, sorted by count of non-hydrogen atoms, low to high.
SMILES	STEP block	SUMO1 PPI mod	Scp-1 inhibitor	SKN-1 inh	DNMT1 inh	MT1-MMP act inh	NadD block	CendR NRP1 mod	Rpn11 block	LMPTP block
Cc1ccc(-n2c(C)csc2=N)cc1	-2	0	2	4	-6	.	2	-7	i	1.2
Cc1cccc(NC2CNC(=O)NC2=O)c1 (stereo not drawn)	-2	15	-13	11	1	-1	-5	13	i	1.8
CC(C)c1nnc(NC(=O)Cc2ccc(Br)cc2)s1	-2	2	5	-16	1	2	-1	-3	i	-2.5
O=C1/C(=C/c2cccnc2)SC(=S)N1c1ccc(F)cc1	0	-14	-2	15	-2	5	5	5	i	-2.4
CCNc1nc(NCC)nc(Oc2ccc(C(=O)OC)cc2)n1	0	1	3	0	1	0	-9	-6	i	-3.8
COC(=O)CN1C(=O)S/C(=C/c2ccc(N3CCCCC3)o2)C1=O	-58	-130	0	0	67*	-215	6	126	.	2.3
COc1ccc(OCCCC(=O)Nc2cc([N+](=O)[O-])ccc2C)cc1	-2	-15	6	-27	-2	.	-7	-2	i	1.1
Oc1ccc(N=Nc2nc(-c3ccccc3)c(-c3ccccc3)[nH]2)cc1	4	-41	9	11	-24	9	27	-96	+	8.0
COC(=O)C1(C)CCCC2(C)C1CCC13OCC(CC21)C(O)(C(C)C)C3O (stereo not drawn)	-1	3	.	-5	4	1	-6	-3	i	-0.7
Cc1oc(-c2cccc(Cl)c2)nc1CS(=O)(=O)CC(=O)NCCN1CCOCC1	-1	-1	-9	8	0	-3	0	9	i	0.0
C[C@@H]1COC(=O)[C@H](CC(=O)OC(C)(C)C)C/C=C\C[C@H](CC(=O)NCCO)C(=O)N1	11	1	14	-18	6	-1	-1	2	i	25
CC1CN(S(=O)(=O)c2cccc(C(=O)NCCc3ccc(S(N)(=O)=O)cc3)c2)CC(C)O1 (stereo not drawn)	2	-2	17	11	3	1	1	-1	i	0.2
CCOc1ccc(NS(=O)(=O)c2cc(NC(=O)CCNC(=O)c3ccco3)ccc2OC)cc1	1	-3	-5	-2	0	0	-1	8	i	-0.3
COCCCNC(=O)C[C@@H]1C[C@@]2(C(=O)OC)CC(C)(C)CC=C2N(Cc2cccc3ccccc23)C1=O	.	3	.	19	.	-12	.	24*	.	-0.7
COc1ccc2cc1Oc1ccc(cc1)CC1c3c(cc(OC)c4c3Oc3cc5c(cc3O4)CCNC5C2)CCN1C (stereo not drawn)	1	-27	-1	15	-32	-19	16	3	i	77*

Further records
SMILES	STEP block	SUMO1 PPI mod	Scp-1 inhibitor	SKN-1 inh	DNMT1 inh	MT1-MMP act inh	NadD block	CendR NRP1 mod	Rpn11 block	LMPTP block
Cc1ccc(S(=O)(=O)N2CCC(C(=O)Nc3nnc(COc4ccccc4)s3)CC2)cc1	-4	1	-11	-9	3	.	3	3	i	-2.5
COc1ccc(NC(=O)C2CCCN(S(=O)(=O)c3ccc(Cl)cc3)C2)cc1OC (stereo not drawn)	0	-2	-8	19	-2	-5	-3	5	i	-0.4
O=C(c1ccc(OC2CCN(Cc3ccc(C(F)(F)F)cc3)CC2)cc1)N1CCCCC1	0	0	-1	5	-2	0	-2	4	i	-0.9
CC(C)(C)c1ccc(S(=O)(=O)NCc2ccc(C(=O)N3CCCC3)cc2)cc1	-16	-1	0	-9	-3	0	-5	0	i	-1.0
O=C(CSc1nc2c(c(C(F)(F)F)n1)CCc1ccccc1-2)NCc1ccc(F)cc1	2	5	-7	6	-2	1	-3	-10	i	0.5
CCOC(=O)CSc1nnc(-c2c[nH]c3ccccc23)n1CC	0	-3	-11	7	-2	-3	4	-8	i	-1.4
COc1cc(/C=C/C(=O)Nc2ccc(OC)c(S(=O)(=O)N3CCOCC3)c2)ccc1OCC#N	-1	-1	1	10	2	1	3	7	i	0.9
Cc1cc(C(=O)COC(=O)c2ccc(O)cc2)c(C)n1CCc1ccc(F)cc1	1	4	-8	2	-1	-3	-5	1	i	1.3
O=C(C1CC1)N1CCN(c2ccnc3cc(Cl)ccc23)CC1	-1	-7	-3	1	3	-6	3	5	i	1.6
Cc1c(OC(C)C(=O)NCCN2CCOCC2)ccc2c(-c3ccccc3)cc(=O)oc12 (stereo not drawn)	0	-15	-7	11	0	-2	4	-14	i	-0.4
COc1ccc(C2Nc3ccccc3NC3=C2C(=O)CC(C)(C)C3)cc1O (stereo not drawn)	1	-11	56*	-13	21	-1	1	-14	i	-1.3
C/C=C(\C)C(=O)NNC(=O)c1sc(-c2ccccc2)nc1C	-1	-14	-4	-5	-2	2	-1	-14	i	-2.0
CC1(C)OC1(C#N)c1ccccc1 (stereo not drawn)	-2	0	-7	11	2	-3	-4	16	i	-3.4
NS(=O)(=O)c1ccc(CCNC(=O)C(=O)NCC2OCCN2S(=O)(=O)c2ccc(F)cc2)cc1 (stereo not drawn)	-3	-3	-7	14	3	2	3	12	i	-2.2
O=c1[nH]c2ccc(S(=O)(=O)N3CCCCC3)cc2s1	-2	8	-8	-4	2	2	2	0	i	-2.3
CCOc1cc(/C=N\NC(=O)c2ccc(NC(=O)CC)cc2)ccc1OC(=O)c1ccccc1	-1	2	-6	-7	35	2	2	6	i	-2.9
Cc1cc2nc(NC(=O)C3(C)CCCN(C(C)C)C3)[nH]c2cc1C (stereo not drawn)	-2	5	.	3	-3	-5	-8	-2	i	-0.8
CCCCCOC(=O)CSc1nc2c(c(=O)[nH]c(=O)n2C)n1Cc1ccc(Cl)cc1	-3	4	-1	-9	11	3	-2	-6	i	0.4
CC(Sc1nnc(-c2ccco2)n1N)C(=O)NCC1CCCO1 (stereo not drawn)	2	0	1	-7	-1	1	0	-12	i	-1.5
CN(C)c1ccc(CNC(=O)C2CCN(S(=O)(=O)c3ccc4c(c3)CCCC(=O)N4)CC2)cc1	-2	1	-9	22	-4	2	-9	-6	i	-1.6
CC(C)C(NC(=O)c1cccnc1)C(=O)O (stereo not drawn)	-3	-4	-5	13	-1	-5	0	8	i	1.2
COc1ccc(NC(=O)COC(=O)c2cc(OC)c(OC)c(OC)c2)c([N+](=O)[O-])c1	0	-10	8	-14	-19	2	-4	5	i	0.1
Cc1nnc2n1N=CC=C(c1ccccc1)S2	2	-16	-9	18	0	-1	2	-10	i	-1.0
O=C(CC1SC(=Nc2ccccc2)N(CCCCO)C1=O)NCc1ccccc1 (stereo not drawn)	-8	-4	-6	-27	-1	-1	-5	1	i	0.9
CC1CCC2(CC1)NC(=O)N(NC(=O)CCc1c[nH]c3ccccc13)C2=O (stereo not drawn)	-4	-2	-3	1	0	2	1	-9	i	-0.2
